Vif inh – HIV Vif self-association inhibitors, primary screen, imaging, HEK293T, single point. inhibition, % at 7.49 µM. AID 602346, 2012. 340,000 compounds, 0.35% hits. HEK293T cells, Vif self-association by quenched fluorescence, 24 h; in the data active means inhibition above about 50%, passing the limit was not always enough; further: some results filed as inactive read as strong as hits
CaV13 FRET inh – Disruptors of the CACNA1D IQ motif to Ca2+-dependent inactivation inhibitor domain association, primary screening, Förster resonance energy transfer in intact living …; inhibition, % at 12.3 µM; AID 743397; HEK cells, CFP/YFP FRET ICDI-IQ, plate reader, 10 min; percent FRET-ratio fall versus neutral wells; 340,000 compounds, 0.098% hits;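 active means mean replicate inhibition of at least 30% and at least 1% of replicates passing that level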;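 further: 0% = median of the neutral control wells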
Starred values were filed as active, the others as inactive; · = not tested or not shown. Only part of the results is shown, so the mix of outcomes need not match the whole.

Second line of a record: Vif inh, CaV13 FRET inh
1) COc1ccc(C2=CC(=O)C=CC2=O)cc1
→ 4, ·
2) CCOC(=O)C(NC(=O)CCC(=O)Nc1ccc(S(N)(=O)=O)cc1)C(O)c1ccccc1 (stereo unspecified)
→ 4, ·
3) O=C(c1ccc(F)cc1)[C@@H]1[C@@H](C(=O)c2ccccc2)[C@@]2(C(=O)Nc3ccccc32)[C@H]2c3ccccc3C=CN12
→ -9, ·
4) CCCCCCC(=O)N1C/C=C\C(c2ccc(OC)cc2)N(Cc2ccc(F)cc2)C(=O)[C@H]1Cc1ccccc1 (stereo partly specified)
→ ·, -7
5) O=C(NCc1ccncc1)C(=O)NCC(c1ccccc1)c1ccccc1
→ ·, -15
6) CC12C=CC(C)(C3C(=O)NC(=O)C31)C1C3C(=O)NC(=O)C3C12 (stereo unspecified)
→ ·, -9
7) COc1cccc(CNC(=O)[C@H]2CCCN2C(=O)[C@H]2CCCN2C(=O)c2cccc(F)c2)c1
→ ·, -10
8) C[C@H](CO)N1C[C@H](C)[C@@H](CN(C)C(=O)Cc2cccnc2)Oc2ncc(C#CCc3ccccc3)cc2C1=O
→ ·, -5
9) CC(=O)Nc1ccc(SC[C@H](c2ccccc2)N2CCN(CCc3ccccc3)CCC2=O)cc1
→ ·, -8
10) O=C(CSc1cccc[n+]1[O-])Nc1ccc(N2CCOCC2)cc1
→ ·, 5
11) Cc1ccccc1NC(=O)c1snc2c(=O)[nH]cnc12
→ ·, -5
12) COC(=O)C1=C(C)N(Cc2ccc(C(F)(F)F)cc2)C(=NCc2ccc(OC)cc2)NC1c1ccccc1C(F)(F)F (stereo unspecified)
→ ·, -4
13) COC(=O)c1ccc(C23CC4(C2)[C@H](CN(Cc2cccnc2)[C@@H]4c2ccccc2)C3c2ccc(C(F)(F)F)cc2)cc1 (stereo partly specified)
→ ·, -10
14) COc1ccccc1NC(=O)OC[C@@H]1CSCCS(=O)(=O)N1
→ ·, -5
15) O=C(NCc1ccccc1)[C@@H]1CCCN1C(=O)[C@H]1CCCN1C(=O)N1CCCCC1
→ ·, -4
16) COC(=O)[C@]12C[C@H](CC(=O)N3CCSCC3)C(=O)N(Cc3ccccc3)C1=C[C@H](C1CCCC1)O[C@@H]2C
→ ·, -9
17) Nc1ccn([C@@H]2O[C@H](C(=O)N[C@H](Cc3ccccc3)C(=O)N3CCN(C(=O)N4CCCCC4)CC3)[C@@H](O)[C@H]2O)c(=O)n1
→ ·, -3
18) CCOC(=O)N1CCN(C(=O)C[C@H]2C[C@@]3(C(=O)OC)C(=C[C@H](C(C)(C)C)O[C@@H]3C)N(Cc3ccccc3)C2=O)CC1
→ ·, -8
19) C[C@H](CO)N1C[C@H](C)[C@@H](CN(C)C(=O)c2ccc(N3CCN(C)CC3)cc2)OCc2cn(nn2)CCCC1=O
→ ·, -5
20) CN(C)CCN(C(=O)c1ccc(N2C(=O)CCC2=O)cc1)c1nc2cc3c(cc2s1)OCCO3
→ ·, -3

Quoted at random: 2 compounds from above.
Second line of a record: Vif inh, CaV13 FRET inh
14) COc1ccccc1NC(=O)OC[C@@H]1CSCCS(=O)(=O)N1
→ ·, -5
11) Cc1ccccc1NC(=O)c1snc2c(=O)[nH]cnc12
→ ·, -5

Of the compounds above, these have a CF3 group.
Second line of a record: Vif inh, CaV13 FRET inh
12) COC(=O)C1=C(C)N(Cc2ccc(C(F)(F)F)cc2)C(=NCc2ccc(OC)cc2)NC1c1ccccc1C(F)(F)F (stereo unspecified)
→ ·, -4
13) COC(=O)c1ccc(C23CC4(C2)[C@H](CN(Cc2cccnc2)[C@@H]4c2ccccc2)C3c2ccc(C(F)(F)F)cc2)cc1 (stereo partly specified)
→ ·, -10

Following part
Second line of a record: Vif inh, CaV13 FRET inh
21) Cc1ccccc1Cn1ccc(=NCc2ccccc2)cc1
→ ·, 5
22) CCOC(=O)CNC(=O)N(C)[C@H]1C[C@H]2c3[nH]c4c(-c5ccccc5)cccc4c3CCN2C(=O)[C@H]1[C@H](C)O
→ ·, -3
23) O=C(COC(=O)c1ccccc1NC(=O)C1CC1)c1ccc2c(c1)OCCO2
→ ·, -7
24) COc1cccc(CNC(=O)[C@H]2CCCN2C(=O)[C@H]2CCCN2S(=O)(=O)c2cccc(C)c2)c1
→ ·, -5
25) Cc1nnc(N/N=C/c2c(O)n(-c3cccc(C(F)(F)F)c3)c(=O)c3ccccc23)[nH]c1=O
→ ·, -4
26) C[C@H]1NS(=O)(=O)c2cccc(Cl)c2O[C@@H]1c1ccccc1
→ ·, -8
27) CCCCCn1cc(CCC(=O)Nc2ccc(N(C)c3ccccn3)cc2)c2ccccc21
→ ·, -6
28) Cc1ccc(S(=O)(=O)N2CC(CBr)=CCC2c2ccccc2)cc1 (stereo unspecified)
→ ·, -11
29) C[C@@H]1CCCCO[C@@H](CN(C)CC2CCCCC2)[C@@H](C)CN([C@H](C)CO)C(=O)c2cc(NC(=O)Nc3ccc4c(c3)OCO4)ccc2O1
→ ·, -6
30) Cc1ccc(OC(=O)N(C)C[C@H]2OCc3cn(nn3)CCCC(=O)N([C@@H](C)CO)C[C@@H]2C)cc1
→ ·, -5
31) CCCC#C/C(CCC)=C1\c2ccccc2C(=O)N1c1ccccc1
→ ·, -6
32) Cc1nn(C2CCCO2)c(=O)nc1N (stereo unspecified)
→ ·, 1
33) CC(C)(C)c1ccc(OC(=O)c2ccc(-n3cncn3)nc2)cc1
→ ·, 3
34) CCCCOCC1CN(CCCC)S(=O)(=O)c2c(Oc3ccc(SC)c(C)c3)cccc2O1 (stereo unspecified)
→ ·, -8
35) COCCN=C1Sc2ccccc2[C@@H]2C[C@H]3[C@H](CON3C)CN12
→ ·, -5
36) CN(C)Cc1c(C(C)(C)O)[nH]c2cc(C(F)(F)F)ccc12
→ ·, -5
37) CS(=O)(=O)N1c2ccccc2[C@]2([C@@]34C[C@H]5C(=O)N[C@@H](Cc6ccccc6)C(=O)N5[C@@H]3N(S(C)(=O)=O)c3ccccc34)C[C@H]3C(=O)N[C@@H](Cc4ccccc4)C(=O)N3[C@H]12
→ ·, -9
38) Cc1ccc2nc(-c3ccc(CN4CCC(n5cc(-c6ccccc6)[nH]c5=O)CC4)cc3)c(-c3ccccc3)nc2c1
→ ·, -16
39) CCOC(=O)C1=CCN(S(=O)(=O)c2ccc(Cl)cc2)C1c1ccc(Cl)c(Cl)c1 (stereo unspecified)
→ ·, -5
40) Cc1cc(NN=Cc2ccccn2)nc2ccccc12
→ ·, -12

Continued:
Second line of a record: Vif inh, CaV13 FRET inh
41) C[C@H]1CN([C@@H](C)CO)C(=O)CCCn2cc(nn2)CO[C@@H]1CN(C)S(=O)(=O)c1ccc(F)cc1
→ ·, -3
42) N#Cc1ccc(S(=O)(=O)N2CCCc3nc(-c4ccccc4)ccc32)cc1
→ ·, -4
43) Nc1cc2ccccc2cc1NS(=O)(=O)N1CCCCC1
→ ·, -4
44) CC(=O)Nc1cccc(NC(=O)CSc2nnnn2C)c1
→ ·, -9
45) Cc1ccc2c(c1)-n1c(nc3cc(C)ccc3c1=O)C(Cc1ccccc1)NC2=O (stereo unspecified)
→ ·, -10
46) CCOC(=O)[C@@H]1CSCCS(=O)(=O)N1C(=O)[C@H](CCSC)NC(=O)OC(C)(C)C
→ ·, -5
47) O=C1OCC2=Nc3cccc4cccc(c34)N12
→ ·, -4
48) COc1cccc(CNC(=O)[C@H]2CCCN2C(=O)[C@H]2CCCN2C(=O)c2ccc(F)cc2F)c1
→ ·, -4
49) Cc1ccccc1CN1[C@@H](C)[C@H](c2ccccc2)Oc2cccc(N3CCCC(C)C3)c2S1(=O)=O (stereo partly specified)
→ ·, -5
50) N#C/C(=C\c1cn(Cc2ccccc2C#N)c2ccccc12)C(=O)NCc1cccs1
→ ·, -5
51) COC(=O)c1cc2c(c3c4cc(C)ccc4n(S(=O)(=O)c4cccc(C)c4)c13)C(=O)N(Cc1ccc(C(F)(F)F)cc1)C2
→ ·, -4
52) COC(=O)Cn1cnc2c(NC(=O)c3ccccc3)ncnc21
→ ·, -6
53) c1cncc(Oc2ccc(NCCc3c[nH]c4ccccc34)cc2)c1
→ ·, -5
54) CC(C)(C)C(=O)c1c(N)[nH]c(C(=O)c2ccccc2)c1-c1ccc([N+](=O)[O-])cc1
→ ·, -15
55) C[C@H]1CN([C@@H](C)CO)C(=O)CCCn2nncc2CO[C@@H]1CN(C)S(=O)(=O)c1cccs1
→ ·, -5
56) CCOC(=O)C1=C[C@@H](C(C)(C)C)N(S(=O)(=O)c2ccc([N+](=O)[O-])cc2)[C@H]1c1ccccc1Cl
→ ·, -3
57) COc1ccc(CCN=C(NS(=O)(=O)c2ccc(Cl)cc2)c2ccccc2)cc1
→ ·, -2
58) CN(N=Cc1ccc2c(c1)OCO2)C(=O)c1ccccc1N
→ ·, -13
59) CN(CC(=O)N1CCCCCC1)S(=O)(=O)c1ccc(Br)s1
→ ·, -1
60) COc1ccccc1NS(=O)(=O)c1cc(C(=O)NC2CCN(Cc3ccccc3)CC2)ccc1C
→ ·, -7

More results follow:
Second line of a record: Vif inh, CaV13 FRET inh
61) Cc1[nH]nc2c1C(c1cccc(C(F)(F)F)c1)N(Cc1ccccc1)C2=O (stereo unspecified)
→ ·, -5
62) COc1cc(-c2c(-c3cc(OC)c(OC)c(OC)c3)noc2C)ccc1F
→ ·, -9
63) Cc1ccccc1-n1nc2c(c1NC(=O)c1cc3ccccc3oc1=O)CS(=O)(=O)C2
→ ·, -9
64) O=C(Nc1ccc(Cl)cc1)Nc1ccc(Cl)c(Cl)c1
→ ·, -5
65) Cc1ccc(C(=O)NC(C#N)=C(Cl)Cl)cc1
→ ·, 2
66) COC(=O)C1=C(C)N(Cc2ccc(Cl)cc2)C(=S)NC1c1cccc(OC)c1 (stereo unspecified)
→ ·, -3
67) COc1cccc(C(=O)N[C@H](C(=O)N2CCC[C@H]2C(=O)NC2CCCC2)C2CCCCC2)c1
→ ·, -10
68) Cc1ccc2nc(-c3ccco3)c(Cc3ccccc3C(F)(F)F)n2c1
→ ·, -7
69) COc1cc2c(cc1OC)[C@@]1(c3ccccc3)CCCC[C@H]1[C@@H]2NC(=O)C(F)(F)F
→ ·, -4
70) CC(C)[C@@H](C)/C=C/[C@@H](C)[C@H]1CC[C@@H]2[C@]1(C)CCC1[C@]23C=C[C@]2(C[C@@H](O)CC[C@]12C)N(c1ccc([N+](=O)[O-])cn1)O3 (stereo partly specified)
→ ·, -9
71) Cc1ccc(NC(=O)c2cc3cc(OC(F)(F)F)ccc3[nH]2)cc1
→ ·, -4
72) CC(C)C[C@H]1COc2cc(Br)ccc2S(=O)(=O)N1Cc1cccc(Cl)c1
→ ·, -6
73) C[C@@H]1NC(=O)[C@H](CC(N)=O)NC(=O)c2cc([N+](=O)[O-])cc(I)c2OCC[C@@H](C(=O)NC(CC(=O)O)C(N)=O)NC1=O (stereo partly specified)
→ ·, -12
74) COC(=O)C1=C(C)N(Cc2ccc(C(F)(F)F)cc2)C(=NCc2ccccc2)NC1c1ccc(C(F)(F)F)cc1 (stereo unspecified)
→ ·, -6
75) CCOC(=O)C1C(=O)CC(C)(O)C(C(=O)OCC)C1c1ccc(Br)o1 (stereo unspecified)
→ ·, -4
76) O=[N+]([O-])c1ccc2c(c1)N([O-])C1(CCCCC1)[N+]2=O
→ ·, -14
77) COc1ccc(C2CC(=O)C(c3ccc(C)cc3)=CN2Cc2ccccc2)cc1 (stereo unspecified)
→ ·, -5
78) COC(=O)C1=C(C)N(C)C(=NCc2ccc3c(c2)OCO3)NC1c1ccc(Cl)cc1 (stereo unspecified)
→ ·, -4
79) O=C(CSc1nc(-c2ccccc2F)nc2nc[nH]c12)Nc1c(Cl)cc(Cl)cc1Cl
→ ·, -5
80) Cc1ccc(-c2cc(NC(=O)Cc3c(C)[nH]c4ccccc34)ccc2Nc2cccnc2)cc1
→ ·, -2
81) COC(=O)[C@]1(CC(C)C)NC=C(C(=O)c2ccccc2)[C@@H]1c1cccs1
→ ·, -4
82) COC(=O)[C@]12C[C@H](CC(=O)NCc3cccc(C(F)(F)F)c3)C(=O)N(CCC3=CCCCC3)C1=C[C@H](COCc1ccccc1)O[C@@H]2C
→ ·, -5

7 compounds already listed, sorted by their value in CaV13 FRET inh, descending.
Second line of a record: Vif inh, CaV13 FRET inh
65) Cc1ccc(C(=O)NC(C#N)=C(Cl)Cl)cc1
→ ·, 2
66) COC(=O)C1=C(C)N(Cc2ccc(Cl)cc2)C(=S)NC1c1cccc(OC)c1 (stereo unspecified)
→ ·, -3
81) COC(=O)[C@]1(CC(C)C)NC=C(C(=O)c2ccccc2)[C@@H]1c1cccs1
→ ·, -4
61) Cc1[nH]nc2c1C(c1cccc(C(F)(F)F)c1)N(Cc1ccccc1)C2=O (stereo unspecified)
→ ·, -5
74) COC(=O)C1=C(C)N(Cc2ccc(C(F)(F)F)cc2)C(=NCc2ccccc2)NC1c1ccc(C(F)(F)F)cc1 (stereo unspecified)
→ ·, -6
67) COc1cccc(C(=O)N[C@H](C(=O)N2CCC[C@H]2C(=O)NC2CCCC2)C2CCCCC2)c1
→ ·, -10
76) O=[N+]([O-])c1ccc2c(c1)N([O-])C1(CCCCC1)[N+]2=O
→ ·, -14
